AmpC inh detg = qHTS Inhibitors of AmpC Beta-Lactamase (assay with detergent). AmpC hydrolysis of nitrocefin, absorbance 480 nm, 0.01% Triton. P00811. 370,000 compounds, 0.041% hits. Potency, µM (top dose mostly 114 µM), for inactives: top-dose activity change, negative = inhibition, most hits filed as inhibitors;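 further: potency means the concentration at half of the fitted maximal effect; 0% = no-compound wells and -100% = no-enzyme wells; nearly all actives have a fitted effect of over 25% in size; some results filed as inactive show a strong effect at the top dose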
Target sequence (P00811 whole entry, looked up): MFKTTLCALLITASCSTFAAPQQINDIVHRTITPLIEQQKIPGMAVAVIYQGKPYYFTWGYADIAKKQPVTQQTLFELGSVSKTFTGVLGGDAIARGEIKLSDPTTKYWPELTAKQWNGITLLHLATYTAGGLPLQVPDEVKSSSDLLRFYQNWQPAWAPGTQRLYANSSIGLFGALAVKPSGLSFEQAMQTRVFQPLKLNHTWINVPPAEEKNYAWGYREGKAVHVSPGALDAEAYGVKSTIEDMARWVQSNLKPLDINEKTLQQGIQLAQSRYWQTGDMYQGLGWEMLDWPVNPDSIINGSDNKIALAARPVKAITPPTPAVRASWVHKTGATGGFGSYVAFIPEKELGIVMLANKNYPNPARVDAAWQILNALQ
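AmpC (5.3 nM in the dispensed reagent) in 20 mM phosphate pH 7.0 with 0.01% (detergent screen) or 0.0001% Triton X-100 was preincubated with compounds for 15 min at room temperature. Nitrocefin was then added from an 800 uM solution, and hydrolysis was followed at 480 nm.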
AmpC inh no detg = qHTS Inhibitors of AmpC Beta-Lactamase (assay without detergent). AmpC nitrocefin hydrolysis, absorbance 480 nm, 0.0001% Triton. Potency, µM (titrated, usually from 57.1 µM), without a hit: at the highest dose activity change, negative = inhibition, most hits filed as inhibitors. 330,000 compounds, 0.52% hits. AID 485341, 2010;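 further: potency means the concentration at half of the fitted maximal effect; plate controls were no compound for no effect and no enzyme for full effect; nearly all actives have a fitted effect of over 20% in size; some results filed as inactive show a strong effect at the top dose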
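20 mM phosphate pH 7.0 + 0.01% (detergent screen) or 0.0001% Triton X-100; 5.3 nM AmpC reagent; cpd preinc 15 min RT; nitrocefin (800 uM stock) to start; A480 q20 s × 4 min; Activity was normalised to no-enzyme and no-compound control wells.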
AMA1 RON2 block = qHTS for Inhibitors of AMA1-RON; Towards Development of Antimalarial Drug Lead: Primary Screen. Potency, µM (doses to about 58.2 µM), without a hit: at the top dose activity change, negative = inhibition, most hits filed as inhibitors. AlphaScreen AMA1-biotinylated RON2 peptide binding. AID 720542, 2013. Plasmodium falciparum AMA1 (3D7) - RON2 peptide interaction. 360,000 compounds, 0.2% hits;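 further: potency means the concentration at half of the fitted maximal effect; 0% = vehicle wells and -100% = peptide control; nearly all actives have a fitted effect of over 45% in size; some results filed as inactive show a strong effect at the top dose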
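AMA1 (3D7) with his tag at 25 nM final met compounds first, then biotinylated RON2 peptide at 25 nM; detection used donor plus acceptor beads, 10 µg/mL apiece, read by AlphaScreen after 30 min at room temperature.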
LmPK inhibitor = qHTS Assay for Inhibitors of Leishmania Mexicana Pyruvate Kinase (LmPK); AID 1721, 2009; Potency, µM (doses to about 57.5 µM), for inactives: at the highest dose activity change, negative = inhibition, usual class: inhibitors; 290,000 compounds, 0.37% hits; purified LmPK, Kinase-Glo ATP luminescence, 1 h; further: potency means the concentration at half of the fitted maximal effect
Target sequence (Q27686 whole entry, looked up): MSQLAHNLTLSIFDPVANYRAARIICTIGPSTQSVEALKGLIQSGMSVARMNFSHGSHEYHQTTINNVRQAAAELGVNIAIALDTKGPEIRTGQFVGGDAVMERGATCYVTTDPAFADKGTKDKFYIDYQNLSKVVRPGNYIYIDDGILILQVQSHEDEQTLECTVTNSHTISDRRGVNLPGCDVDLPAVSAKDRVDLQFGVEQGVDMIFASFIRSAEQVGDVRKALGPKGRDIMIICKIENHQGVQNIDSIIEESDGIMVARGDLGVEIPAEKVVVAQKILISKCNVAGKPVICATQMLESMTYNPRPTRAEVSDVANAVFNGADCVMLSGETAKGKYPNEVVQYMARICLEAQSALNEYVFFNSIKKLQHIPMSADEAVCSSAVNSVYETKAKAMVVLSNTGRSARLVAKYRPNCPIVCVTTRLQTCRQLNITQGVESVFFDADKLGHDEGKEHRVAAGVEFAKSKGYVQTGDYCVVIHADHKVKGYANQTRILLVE
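Kinase-Glo luminescence read after 1 h RT reaction of 0.1 nM LmPK with 0.5 mM PEP and 0.1 mM ADP. Activity scaled between uninhibited and enzyme-free controls.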
HCV inhibitor = qHTS Assay for Inhibitors of Hepatitis C Virus (HCV). AID 651820, 2012. 340,000 compounds, 3.4% hits. Potency, µM (top dose mostly 41.8 µM), for inactives: at the top dose activity change, negative = inhibition, usual class: inhibitors. Huh7.5.1 HCVcc-Cre infection, luciferase reporter, 44 h; further: potency means the concentration at half of the fitted maximal effect
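A cell-based infection assay in which seeded cells (1,000 per well) receive test compound after 4 h, are inoculated with HCVcc-Cre at approximately 0.5 moi, and are incubated 44 h before luminescence detection.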
HCMV inh = qHTS Assay for inhibitors of the human cytomegalovirus (HCMV). HFF cells, HCMV-luciferase reporter, 72 h; hits give low values. activity change, negative = inhibition, % at 57.5 µM. 410,000 compounds, 4.5% hits; in the data active means activity change below about -60%; inconclusive means no clear call, values can overlap the other calls; inactive means above about -39%
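Compounds were evaluated in HFFs infected with an HCMV luciferase reporter virus (MOI 1 PFU/cell). Luciferase in lysates collected 72 h post infection served as the replication measure.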
TbPYK inhibitor = qHTS of Trypanosoma Brucei Inhibitors. pyruvate kinase (Trypanosoma brucei), Q57TT1. TbPYK enzyme, Kinase-Glo Plus ATP luminescence, 45 min. Potency, µM (doses to about 76.8 µM), for inactives: at the top dose activity, negative = inhibition, actives largely listed as inhibitors. 410,000 compounds, 0.12% hits. AID 624173, 2012; further: potency means the concentration at half of the fitted maximal effect; nearly all actives have a fitted effect of over 50% in size
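Luminescent Kinase-Glo Plus end-point after 45 min room-temperature reaction of T. brucei pyruvate kinase started with 130 uM ADP (final). Buffer TEA 50 mM pH 7.2 with KCl, MgCl2, BSA, Tween-20; titration-based qHTS with fitted concentration-effect curves.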
* hit, by the source's call; ? = inconclusive; · = not tested or not shown; [ ] = another dose, or the depositor's remark. Unless noted, the call rests on the fitted dose curve; in most records, active means well fitted curve in the direction sought with a large enough effect; inconclusive means small, poorly fitted or top-dose-only effect, or another doubt; inactive means no such curve, though single readings can be large; an effect the other way counts as inactive or inconclusive. Unless noted, on the % scale 0 is the no-effect control and ±100 the full control effect.

The opening 2 compounds, ahead of the listing:
Every second line gives: HCV inhibitor	HCMV inh	AMA1 RON2 block	AmpC inh no detg	AmpC inh detg	LmPK inhibitor	TbPYK inhibitor
COc1ccc(C(=O)Nc2cc(C)nn2-c2ccc(F)cc2)cc1
 : -25%	-28	-8%	-21%	-6%	0%	5%
S=C(Nc1ccccc1)N1CCOCC1
 : 4%	-4	-12%	-4%	1%	2%	0%

The listing, from the first entry:
Every second line gives: HCV inhibitor	HCMV inh	AMA1 RON2 block	AmpC inh no detg	AmpC inh detg	LmPK inhibitor	TbPYK inhibitor
COc1ccc(C(=O)Nc2cc(C)nn2-c2ccc(F)cc2)cc1
 : -25%	-28	-8%	-21%	-6%	0%	5%
S=C(Nc1ccccc1)N1CCOCC1
 : 4%	-4	-12%	-4%	1%	2%	0%
Cn1c(NN)nc2ccccc2c1=O
 : 7%	-13	-1%	-17%	3%	3%	-1%
COc1cccc(C(=O)NC2CCCc3ccccc32)c1 (stereo not drawn)
 : -6%	26	0%	-11%	8%	8%	-1%
CCCn1c(C(C)Nc2nc(-c3ccc(C)cc3)cs2)nc2cc(Cl)c(Cl)cc21 (stereo not drawn)
 : ?	-4	17%	-43%	-6%	9%	4%
COCCNS(=O)(=O)c1ccc(SC)cc1
 : 14%	-30	6%	-17%	-10%	0%	-3%
Cc1ccc(-c2c(C(=O)N3CCOCC3)oc(=O)c3ccccc23)cc1
 : 17%	-23	-1%	39%	-3%	4%	2%
Cc1ccc(C)c(-c2[nH]c3c(c2-c2c(-n4cccc4)n(C)c(=O)[nH]c2=O)c(=O)[nH]c(=O)n3C)c1
 : ·	12	·	·	1%	·	-3%
CC(=O)N(c1ccccc1)c1nc(C)cc(C)c1C#N
 : 21%	75	-1%	-5%	-1%	0%	-7%
CCOc1ccc(N(CC(=O)NN=C2CCN(C)CC2)S(=O)(=O)c2ccc(Br)cc2)cc1
 : ·	18	-2%	79%[activator]	-1%	1%	2%
CNC(=S)n1cnc(N)n1
 : 5%	-65*	51%[activator]	-35%	0%	-5%	4%
CCOc1ncccc1C(=O)OCCCC(=O)c1ccc(Br)cc1
 : 6%	0	30%	8%	4%	·	2%
CC1(C)Cc2c(sc3[nH]c(=S)n(Cc4ccccc4)c(=O)c23)CO1
 : -20%	7	23%	-8%	-1%	1%	-11%
COC(=O)c1c(NC(=O)c2ccccc2F)sc(C(=O)N2CCOCC2)c1C
 : -14%	-38	-2%	14%	3%	-1%	-8%
COc1ccc(/C=C/c2cc(O)cc(OC3OC(CO)C(O)C(O)C3O)c2)cc1 (stereo not drawn)
 : 46%[activator]	193	0%	·	·	·	-8%
CC[C@H]1C/C=C\Cc2ccccc2[C@H](C(=O)C[C@@H](O)CC(C)=O)OC1=O
 : -5%	-20	-4%	1%	·	·	0%
COc1ccc2c(C)cc(SCC(=O)Nc3cc(C(N)=O)cc(C(N)=O)c3)nc2c1
 : 4µM*	-14	-17%	1%	2%	2%	-7%
Cc1cc(CNC(=O)c2cccnc2Cl)c2ccccc2n1
 : 16%	6	5%	7%	?	-5%	0%
Cc1c(C)n(Cc2ccccc2)c2ccc(C(=O)NCc3ccc(OC(C)C)cc3)cc12
 : ·	?	·	·	0%	·	-13%[15.4 µM]
CCOCCCN(C)C1CCN(S(=O)(=O)c2csc(C(N)=O)c2)CC1
 : 25%	-8	1%	-20%	-8%	13%	3%
CCn1c(NCc2cccs2)nc2ccccc21
 : 10%	-4	24%	-25%	0%	0%	-5%
CCn1c(/C=C/c2ccccc2)nc2ccccc2c1=O
 : ?	-61*	11%	13%	-11%	5%	0%
O=C(NC1CCCC1)C(c1cccnc1)N(C(=O)c1csnn1)c1ccc(F)cc1 (stereo not drawn)
 : 11%	-8	-1%	-21%	7%	13%	2%
Cc1ccc(-c2nc(CN3CCN(c4cnccn4)CC3)c(C)o2)o1
 : 25%	-5	-4%	56%	3%	10%	-8%
COc1cc(CC2COC(c3ccc(O)c(OC)c3)C2COC(C)=O)ccc1O (stereo not drawn)
 : 24%	-2	?	-36%	-4%	0%	6%
O=C(NC(=S)NCc1ccc(-c2nc3ccccc3s2)cc1)c1ccco1
 : 4%	-23	0%	-11%	2%	6%	-10%
O=C1Nc2ccccc2OC1CC(=O)N1CCOCC1 (stereo not drawn)
 : 2%	46	22%	-5%	-2%	5%	-2%
CCN(CC)CCn1c(SCC(=O)NCc2ccccc2)nc2c(sc3ccccc32)c1=O
 : -20%	-30	-2%	-17%	1%	10%	-3%
COC(=O)c1sc(N2C(=O)C(O)=C(C(=O)c3ccc(C)o3)C2c2ccco2)nc1C (stereo not drawn)
 : 6%	-10	25%	-14%	-7%	-6%	-9%
CCOC(=O)c1c(C)n(-c2ccc(C)cc2)c2ccc(O)c(CN(C)C)c12
 : -7%	-88*	-17%	63%[activator]	-2%	0%	-2%

As a short view, part of the list above.
Every second line gives: HCV inhibitor	HCMV inh	AMA1 RON2 block	AmpC inh no detg	AmpC inh detg	LmPK inhibitor	TbPYK inhibitor
CC[C@H]1C/C=C\Cc2ccccc2[C@H](C(=O)C[C@@H](O)CC(C)=O)OC1=O
 : -5%	-20	-4%	1%	·	·	0%
COc1ccc2c(C)cc(SCC(=O)Nc3cc(C(N)=O)cc(C(N)=O)c3)nc2c1
 : 4µM*	-14	-17%	1%	2%	2%	-7%
Cc1cc(CNC(=O)c2cccnc2Cl)c2ccccc2n1
 : 16%	6	5%	7%	?	-5%	0%
Cc1c(C)n(Cc2ccccc2)c2ccc(C(=O)NCc3ccc(OC(C)C)cc3)cc12
 : ·	?	·	·	0%	·	-13%[15.4 µM]
CCOCCCN(C)C1CCN(S(=O)(=O)c2csc(C(N)=O)c2)CC1
 : 25%	-8	1%	-20%	-8%	13%	3%
CCn1c(NCc2cccs2)nc2ccccc21
 : 10%	-4	24%	-25%	0%	0%	-5%
CCn1c(/C=C/c2ccccc2)nc2ccccc2c1=O
 : ?	-61*	11%	13%	-11%	5%	0%
O=C(NC1CCCC1)C(c1cccnc1)N(C(=O)c1csnn1)c1ccc(F)cc1 (stereo not drawn)
 : 11%	-8	-1%	-21%	7%	13%	2%
Cc1ccc(-c2nc(CN3CCN(c4cnccn4)CC3)c(C)o2)o1
 : 25%	-5	-4%	56%	3%	10%	-8%
COc1cc(CC2COC(c3ccc(O)c(OC)c3)C2COC(C)=O)ccc1O (stereo not drawn)
 : 24%	-2	?	-36%	-4%	0%	6%
O=C(NC(=S)NCc1ccc(-c2nc3ccccc3s2)cc1)c1ccco1
 : 4%	-23	0%	-11%	2%	6%	-10%
O=C1Nc2ccccc2OC1CC(=O)N1CCOCC1 (stereo not drawn)
 : 2%	46	22%	-5%	-2%	5%	-2%
CCN(CC)CCn1c(SCC(=O)NCc2ccccc2)nc2c(sc3ccccc32)c1=O
 : -20%	-30	-2%	-17%	1%	10%	-3%
COC(=O)c1sc(N2C(=O)C(O)=C(C(=O)c3ccc(C)o3)C2c2ccco2)nc1C (stereo not drawn)
 : 6%	-10	25%	-14%	-7%	-6%	-9%
CCOC(=O)c1c(C)n(-c2ccc(C)cc2)c2ccc(O)c(CN(C)C)c12
 : -7%	-88*	-17%	63%[activator]	-2%	0%	-2%

Additional compounds:
Every second line gives: HCV inhibitor	HCMV inh	AMA1 RON2 block	AmpC inh no detg	AmpC inh detg	LmPK inhibitor	TbPYK inhibitor
CC(C)n1c(-c2ccncc2)n[nH]c1=S
 : 8%	27	24%	-3%	-6%	1%	?
CCOc1cc(C(=O)NCCc2ccc(S(N)(=O)=O)cc2)cc(OCC)c1OCC
 : -4%	-35	1%	-7%	-4%	-1%	-11%
O=C(c1ccc(F)cc1)C1CCN(C(=O)c2ccc(F)cc2)CC1
 : 2%	-6	-5%	15%	?	-3%	1%
CCN1CCN(S(=O)(=O)c2ccc(Cl)c(C(=O)N(C)Cc3cccc(OC)c3)c2)CC1
 : 12%	-29	-6%	188%[activator]	-4%	·	10%
CCOC(=O)c1cc2c(ccn2C)n1CC(=O)N1CCCC(C)C1 (stereo not drawn)
 : -6%	31	-33%	4%	1%	-1%	-18%
Cc1ccc2nc(NC(=O)CSc3nc4c(c(=O)n3C)SC(C)C4)sc2c1 (stereo not drawn)
 : -15%	·	-4%	-37%	4%	7%	?
C[C@H](c1ccccc1)N1C[C@@H](COCc2ccccc2)Oc2cc(N3CC[C@H](O)C3)ccc2S1(=O)=O
 : ·	-76*	-22%	·	·	·	0%
CCc1ccc(NC(=O)CCNS(=O)(=O)c2cccc3nonc23)cc1
 : 5%	-14	-13%	-6%	0%	-9%	-7%
CCC(C(=O)OCC(=O)Nc1ccc(OC)cc1OC)c1ccccc1 (stereo not drawn)
 : 16%	-2	-12%	-3%	-1%	11%	3%
CCOc1ccc(CN2CCN(Cc3c(C)nn(CC)c3C)CC2CCO)cc1 (stereo not drawn)
 : ?	-1	2%	21%	-1%	-2%	0%
CCOc1ccc(S(=O)(=O)c2cn(Cc3cc(C)ccc3C)c3ccc(OCC)cc3c2=O)cc1
 : ·	-2	·	·	3%	·	2%
C/C(=N\NC(=O)c1ccccc1C)c1cccc([N+](=O)[O-])c1
 : 1%	11	1%	-28%	?	-7%	-1%
O=C1NC(=O)C2(Cc3ccccc3N3CCCC32)C(=O)N1 (stereo not drawn)
 : 10%	3	-18%	-28%	-14%	-2%	-10%
CCOC(=O)C1CCCN(C2CC(=O)N(c3ccc(N4C(=O)CC(N5CCCC(C(=O)OCC)C5)C4=O)cc3)C2=O)C1 (stereo not drawn)
 : 13%	14	-2%	-6%[2.29 µM]	3%	0%	0%
COc1ccc2nc(C)cc(N/N=C/c3cccc(OC)c3O)c2c1
 : ?	-7	-3%	2%	-4%	1%	-2%
Cc1c(C(C)(C)O)[nH]c2cc(C(F)(F)F)ccc12
 : ?	-29	-10%	4%	0%	-2%	-7%
C=CCn1c(SCCN)nnc1-c1cccc(S(=O)(=O)N2CCOCC2)c1
 : 13%	-25	38%[activator]	·	·	·	-3%
O=C(CSc1nc2ncccc2[nH]1)c1cccc([N+](=O)[O-])c1
 : ?	-66*	8%[11.6 µM]	-29%	0%	8%	-9%
O=C(CC1CCOCC1)Nc1ccc(Cl)c(Cl)c1
 : -5%	-29	-6%	11%	2%	1%	1%
